# bovine MsrA act – bovine MsrA enzyme activators, primary screen, biochemical, absorbance, HTS | activation, % at 10.6 µM | purified bovine MsrA, absorbance read-out | AID 602163, 2012 | actives 0.3% (n = 360,000) | Methionine sulfoxide reductase A (Bos taurus); in the data active = activation above about 7.5%;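 also: 0% = vehicle and 100% = reference activator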
# FAS-TE inh – FAS thioesterase domain inhibitors, primary screen, biochemical, fluorescence intensity, uHTS | Fatty acid synthase (Homo sapiens), P49327 | actives 0.67% (n = 360,000) | recombinant FAS-TE, OMFH fluorogenic substrate, fluorescence endpoint | AID 602261, 2012 | inhibition, % at 15 µM;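 active = compounds whose normalised, plate-corrected inhibition of enzyme fluorescence in the single-dose primary screen is 50% or more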;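 also: 0% = DMSO with enzyme and 100% = substrate without enzyme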
# MT1-MMP act inh – blockers of MT1-MMP proenzyme processing, primary screen, HT1080 RFP-PRO-GFP cells, GFP/RFP fluorescence. Matrix metalloproteinase-14 (Homo sapiens), P50281. GFP/RFP ratio fluorescence, overnight; percent of plate control window, DMSO zero. GFP/RFP ratio change, % at 20 µM. actives 0.061% (n = 360,000). AID 651647, 2012;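 active = GFP/RFP ratio change of at least 30% with cell ATP level not reduced by more than half and red fluorescence within 50% of control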; also: strong numbers were not always called active
#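 Test system: HT1080 cells expressing an RFP-PRO-GFP fluorescent reporter construct / Compound dosing: single-point 20 µM compound, 1% DMSO / Schedule: cells overnight before dosing, compound overnight, 37 °C, 5% CO2 / Evaluation: GFP/RFP fluorescence ratio / Control set: DMSO and RFP-L50D-GFP cell wells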
# E coli Lon inh – inhibitors of E. coli Lon protease, primary screen, biochemical, fluorescence polarization | P0A9M0 | purified E. coli Lon protease | inhibition, % at 7.94 µM | actives 0.42% (n = 360,000); in the data active = inhibition above about 13%, passing the limit was not always enough;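 also: 0% = enzyme with probe and DMSO and 100% = no enzyme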
# SKN-1 block – suppressors of acrylamide-induced Pgst-4::GFP reporter in worms, primary screen, SKN-1 inhibitor project, whole organism, uHTS, GFP/RFP fluorescence ratio, strain VP596. C. elegans VP596 Pgst-4::GFP/RFP ratio, 24 h. inhibition, % at 21.8 µM. actives 0.49% (n = 360,000). AID 624304, 2012;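 active = interference check ratio from 0.5 to 1.5 plus GFP to RFP signal ratio inhibition reaching or exceeding a fixed threshold, cut at about 30% in these data, passing the limit was not always enough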; also: some compounds called inactive have numbers as strong as hits
# MLLE-PAM2 inh – inhibitors of PABP1 MLLE–PAM2 peptide binding, primary screen, biochemical, fluorescence polarization, FITC-PAM2, GST-MLLE. inhibition, % at 20 µM. actives 0.36% (n = 360,000). AID 588489, 2011; in the data active = inhibition above about 35%, passing the limit was not always enough;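 also: plate controls were DMSO wells with GST-MLLE for no effect and wells lacking GST-MLLE protein for full effect; some results filed as inactive read as strong as hits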
# TbMetRS inhib – T. brucei MetRS inhibitors, primary screen, biochemical, luminescence; methionyl-tRNA synthetase (Trypanosoma brucei brucei); purified T. brucei MetRS, ATP depletion, Kinase-Glo luminescence; inhibition, % at 11.9 µM; actives 0.4% (n = 360,000); AID 624268, 2012;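 active = inhibition above a per-plate cutoff of the control wells' mean inhibition plus 3 SD, cut at about 5.5% in these data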;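 also: 0% = DMSO wells median and 100% = median of wells with control inhibitor compound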
#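 Material – parasite MetRS enzyme · Medium – HEPES-MgCl2-KCl buffer plus DTT, spermine, BSA, pyrophosphatase · Reagent – ATP, methionine and E. coli bulk tRNA substrates · Times – 15 min enzyme-compound preincubation, 2 h reaction, 10 min detection, 25 °C · Measured by – luminescence of leftover ATP · Evaluation – percent inhibition relative to median high and low control wells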
# NRP1-CendR mod – modulators of CendR peptide binding to NRP-1, primary screen, biochemical, fluorescence polarization, uHTS. inhibition, % at 25 µM. FAM-RPARPAR peptide binding to NRP-1. actives 0.85% (n = 360,000). Neuropilin-1 (Homo sapiens), O14786;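 active = inhibition or corrected inhibition above about 18%, plus a signal ratio from 0.5 to 1.5, limit read from the data, passing the limit was not always enough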; also: strong numbers were not always called active
# MsrA inh – bovine MsrA enzyme inhibitors, primary screen, biochemical, absorbance, HTS; Methionine sulfoxide reductase A (Bos taurus); purified bovine MsrA, absorbance read-out; actives 0.75% (n = 360,000); inhibition, % at 15.5 µM; in the data active = inhibition above about 4.5%;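 also: 0% = vehicle wells with enzyme and 100% = reference inhibitor wells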
# Active calls of the source: *; nt = no result given.
SMILES,bovine MsrA act,FAS-TE inh,MT1-MMP act inh,E coli Lon inh,SKN-1 block,MLLE-PAM2 inh,TbMetRS inhib,NRP1-CendR mod,MsrA inh
COC(=O)c1ccc(CNC(=O)c2ccc(S(=O)(=O)N(C)c3ccccc3OC)cc2)cc1,-2,16,-1,-1,-13,6,-0.3,-16,1.6
Cc1cccc(CN2CCC(n3nccc3NC(=O)CCCc3ccccc3)CC2)n1,-1,-5,-4,-10,15,-9,0.0,3,0.1
CC(=O)c1ccc(NC(=O)C(C)O/N=C(\N)c2ccccc2)cc1 (stereo not given),-6,-6,1,5,17,-2,-0.6,16,-0.8
Cc1nn(C)cc1NC(=O)c1ccc(Br)o1,3,-11,3,4,10,2,0.2,11,-0.6
Cc1ccc(O)c(C(=O)c2cnn(-c3ccc(S(=O)(=O)N4CCOCC4)cc3[N+](=O)[O-])c2)c1,-3,2,2,-1,-4,-3,0.1,-2,-1.1
CC(C)(C)c1ccc(OCCC(=O)NCC(c2cccs2)N2CCOCC2)cc1 (stereo not given),13*,-3,1,-2,24,2,-0.4,-7,-1.4
COc1cc(C(C)=O)ccc1OCCCN1CCC(Cc2ccccc2)CC1,-2,-6,2,-8,9,3,-0.9,1,-0.3
CC[C@H]1C(O)C[C@H]2CCN3C(=O)CCC[C@H]1[C@H]23 (stereo not given in full),-2,-9,2,-9,-14,5,-1.0,-10,-0.9
CCCN1Cc2cccc(C(=O)Nc3ccc(-c4nc5ccccc5[nH]4)cc3)c2C1=O,-5,-15,9,-6,1,6,0.0,1,-0.1
Cc1cccc(C(=O)OCC(=O)c2ccc(CC(=O)N3CCOCC3)s2)c1C,-2,4,-3,-7,5,-27,-0.5,-19,1.2
CCCC1CCC(c2ccc(C(=O)NN)cc2)CC1 (stereo not given),-4,9,-2,-4,10,4,-0.7,-2,-1.0
COc1nc(SC)nc(Cl)c1Cc1ccc(OC(C)C)cc1,-1,37,0,-2,0,14,0.3,1,-0.3
Cc1cc(C)n(CC(O)COCc2ccco2)n1 (stereo not given),1,17,4,-1,-15,17,-0.4,6,1.0
COc1ccc2c(c1)c(C(=O)N1CCN(C)CC1)c(C)n2-c1ccccc1,-4,-8,1,-6,4,-4,0.7,-2,0.4
O=C(O)c1cc(NN=C2c3ccccc3-c3ccccc32)ccc1Cl,-1,12,1,-3,5,14,0.0,-16,1.0
CC(C)(C(=O)c1ccccc1)/[N+]([O-])=C/c1ccccc1F,6,-10,8,-7,-6,5,-0.6,-2,-1.8
CCN1C(=O)[C@H]2[C@@H](c3ccc(-c4ccc(F)cc4)cc3)N3CCCC[C@@]3(C(=O)OC)[C@H]2C1=O,-1,31,-9,6,11,-15,-0.2,-2,-0.8
CCCCn1c(N)c(N(CCC(C)C)C(=O)C2CCCO2)c(=O)[nH]c1=O (stereo not given),-2,-9,-1,-8,-9,-10,-0.5,8,0.4
COc1ccccc1C(=O)Nc1nnc(CCc2ccccc2)s1,-2,12,-3,0,-6,11,-0.1,-19,-1.0
O=C(CN1C2=NCCCN2c2ccccc21)c1ccc(Br)s1,-1,-4,11,-6,-16,-2,-0.4,3,-0.5
CCCCCCCCCc1conc1C(=O)CP(=O)(OC)OC,nt,nt,2,nt,-1,nt,-0.3,0,0.1
COc1ccc(/C=N/NS(=O)(=O)c2ccc(C)cc2)cc1OC(=O)c1ccc(C)cc1,1,30,2,-3,4,-5,-1.1,-12,0.1
COc1ccc(NC(=O)C2C3C=CC(C3)C2C(=O)NCc2ccco2)cc1 (stereo not given),-9,-11,1,-8,-29,7,-1.2,5,2.6
COc1ccc(C2/C=C\CN(C(=O)C3CC3)[C@H](Cc3ccccc3)C(=O)N2Cc2ccc(F)cc2)cc1 (stereo not given in full),1,23,-6,-8,-10,-2,-0.3,3,nt
O=C(Nc1ccccc1)Nc1cccn(Cc2c(F)cccc2Cl)c1=O,-2,15,nt,-4,1,-5,1.9,-13,0.5

# Two of the compounds above, with each value named:
structure: COC(=O)c1ccc(CNC(=O)c2ccc(S(=O)(=O)N(C)c3ccccc3OC)cc2)cc1
  bovine MsrA act: -2; FAS-TE inh: 16; MT1-MMP act inh: -1; E coli Lon inh: -1; SKN-1 block: -13; MLLE-PAM2 inh: 6; TbMetRS inhib: -0.3; NRP1-CendR mod: -16; MsrA inh: 1.6

structure: Cc1cccc(CN2CCC(n3nccc3NC(=O)CCCc3ccccc3)CC2)n1
  bovine MsrA act: -1; FAS-TE inh: -5; MT1-MMP act inh: -4; E coli Lon inh: -10; SKN-1 block: 15; MLLE-PAM2 inh: -9; TbMetRS inhib: 0.0; NRP1-CendR mod: 3; MsrA inh: 0.1

# Random excerpt: 3 compounds from above
SMILES,bovine MsrA act,FAS-TE inh,MT1-MMP act inh,E coli Lon inh,SKN-1 block,MLLE-PAM2 inh,TbMetRS inhib,NRP1-CendR mod,MsrA inh
COc1ccc(/C=N/NS(=O)(=O)c2ccc(C)cc2)cc1OC(=O)c1ccc(C)cc1,1,30,2,-3,4,-5,-1.1,-12,0.1
O=C(CN1C2=NCCCN2c2ccccc21)c1ccc(Br)s1,-1,-4,11,-6,-16,-2,-0.4,3,-0.5
CC[C@H]1C(O)C[C@H]2CCN3C(=O)CCC[C@H]1[C@H]23 (stereo not given in full),-2,-9,2,-9,-14,5,-1.0,-10,-0.9

# (cont.)
SMILES,bovine MsrA act,FAS-TE inh,MT1-MMP act inh,E coli Lon inh,SKN-1 block,MLLE-PAM2 inh,TbMetRS inhib,NRP1-CendR mod,MsrA inh
O=C(Nc1ccc(Cl)cc1)c1nc[nH]c1C(=O)N1CCN(c2ccccc2)CC1,-2,-2,2,-7,6,-5,-0.1,-7,-1.1
Cc1csc(C(C#N)C(=O)c2ccc(S(=O)(=O)N3CCCC3)cc2)n1 (stereo not given),-3,-9,-7,-3,18,-9,-0.3,-12,3.2
O=C1N[C@@H](Cc2ccccc2)COC(=O)[C@@H](Cc2ccc(F)cc2)CC/C=C/C[C@H]1CC(=O)N(CCO)Cc1ccccc1,-3,16,-1,0,15,3,0.3,5,-1.0
O=S1(=O)N=C(Nc2nc3c(s2)CCCC3)c2ccccc21,-15,-7,4,-6,-36,-1,-2.8,8,2.7
Cc1nn(C(CC(=O)O)C(=O)O)c(C)c1Br (stereo not given),-3,-7,-3,1,15,-13,-0.5,-3,1.2
Cc1c(C(=O)N/N=C/c2ccncc2)nnn1-c1nonc1N,-3,-7,0,-7,12,8,-0.3,-12,0.2
COc1ccccc1CNC(=O)c1ccc2nc3[nH]c4ccccc4c3nc2c1,-4,-8,7,-14,5,-8,-0.1,-17,3.3
Cc1cccnc1C1=NOC(Cc2ccccc2)C(=O)N1Cc1ccccc1F (stereo not given),-2,12,4,2,-4,0,-0.3,-5,-0.4
CC(=O)NCCC(=O)N1CCCC(N(C)CCc2ccccc2)C1 (stereo not given),-1,-4,-2,2,9,4,-0.1,2,-0.3
Cc1cc(F)ccc1S(=O)(=O)N1CCCOC1CNC(=O)C(=O)NCc1ccco1 (stereo not given),-1,-10,3,-5,-5,1,0.5,9,0.3
CCN(CC)S(=O)(=O)c1ccc(NC(=O)[C@@H](NC(=O)c2cc(OC)cc(OC)c2)C(C)C)cc1,-1,15,-2,1,5,-10,-0.1,2,3.3
COc1cc(-c2cnc3c(NC(C)=O)cc(-c4ccc(N5CCN(C)CC5)cc4)cn23)cc(OC)c1OC,1,-1,-1,-49,14,-53,0.6,-23,2.3
Clc1ccccc1/C=C/c1ccnc2ccccc12,-1,17,-4,-1,35*,3,1.7,0,0.2
COc1ccc(CCNc2oc(-c3ccco3)nc2C#N)cc1,2,7,-1,2,-5,6,-0.2,-10,1.0
CC(C)CN(C(=O)COC(=O)c1ccccc1Sc1ccccc1C#N)C1CCS(=O)(=O)C1 (stereo not given),-10,7,-5,10,5,-14,-0.6,6,-0.8
CCC(C)c1ccccc1NC(=O)COC(=O)C1=COCCO1 (stereo not given),-1,-3,1,0,10,-7,0.1,-12,1.3
CCOC(=O)/C=C/c1cnn(-c2ccccc2)c1,-2,-3,7,-4,7,-3,1.8,-8,0.8
COc1ccccc1CNS(=O)(=O)c1cccs1,-2,-2,2,0,11,-8,-0.4,-4,0.5
CN(c1ccc(C(=O)Nc2cccc([N+](=O)[O-])c2)cc1)S(C)(=O)=O,-1,8,1,2,4,6,-1.1,-4,0.1
Oc1c(C(c2ccco2)N2CCN(C(c3ccccc3)c3ccccc3)CC2)sc2ncnn12 (stereo not given),0,-146,-10,-8,-16,3,0.2,-17,0.2
COc1ccc(/C=C(\NC(=O)c2ccc(OC)c(OC)c2)C(=O)NCCc2c[nH]c3ccccc23)cc1,-5,-1,-4,-12,-34,-6,-0.1,-2,0.6
NNC(=O)C(Cc1ccc(O)cc1)N1Cc2ccccc2C1=O (stereo not given),-1,-6,-1,4,10,0,-0.2,-6,-0.1
C=CCn1c(CCc2cc(C(C)(C)C)c(O)c(C(C)(C)C)c2)n[nH]c1=S,-3,12,-7,4,-12,-20,-0.4,-6,-0.3
CCN1CCN(C(=S)Nc2sc(C)c(-c3ccccc3)c2C(=O)OC)CC1,-6,19,1,3,-9,-66,-0.7,0,-0.7
COc1ccc(C(C(=O)NC(C)(C)C)N(C(=O)CNC(=O)c2cccs2)c2ccc(C)cc2)cc1OC (stereo not given),-1,-2,8,-1,16,-1,-0.5,-1,0.3
Cc1cc(Cl)ccc1OCC(=O)Nc1cccnc1,-9,-1,-1,7,-8,13,0.6,-1,-0.6

# Screening data (PubChem BioAssay)
